Screens: PubChem, National Center for Advancing Translational Sciences (NCATS)
DRD3 agonist – activates the human D3 dopamine receptor; 410,000 compounds, 0.58% hits; AID 652048; max activation, %; D3R DiscoveRx beta-arrestin cells, luminescence, 90 min; in the data active = max activation above about 30%; note: 0% is about no effect; mostly tested at two doses, the higher about 12 µM
Target sequence (P35462 whole entry, looked up): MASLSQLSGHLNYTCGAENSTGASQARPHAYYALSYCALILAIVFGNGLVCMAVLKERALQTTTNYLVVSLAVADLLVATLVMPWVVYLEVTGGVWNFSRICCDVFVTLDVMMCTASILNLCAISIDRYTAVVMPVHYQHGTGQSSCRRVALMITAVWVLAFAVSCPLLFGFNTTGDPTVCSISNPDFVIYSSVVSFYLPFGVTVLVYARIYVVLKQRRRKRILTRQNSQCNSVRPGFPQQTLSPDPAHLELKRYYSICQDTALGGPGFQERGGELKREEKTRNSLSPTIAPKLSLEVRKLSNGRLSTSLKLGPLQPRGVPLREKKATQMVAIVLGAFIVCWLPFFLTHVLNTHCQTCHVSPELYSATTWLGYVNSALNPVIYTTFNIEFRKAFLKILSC
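Agonist-mode cell screen: cells plated at 1500/well and incubated overnight at 37 °C, then exposed to library compounds for 90 min at 37 °C. Detection reagent was added for 30–60 min at room temperature, and luminescence was read.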
* marks the source's active call; other numbers are inactive results; & = joins results of further samples.

SMILES	DRD3 agonist
COc1ccc2c(c1)CCc1c(C(=O)Nc3c(C)nn(Cc4ccc(Cl)cc4)c3C)noc1-2	7.8
CC(CNC(=O)c1ccc(Nc2nc3ccccc3n3nnnc23)cc1)c1ccccc1 (stereo not given)	-19.0
O=C(COc1ccccc1)Nc1ccc2nc(SCC(=O)N3CCCC3)sc2c1	6.5
CCOc1ccc(CNC(=O)CCCn2c(=O)c3cccn3c3ccc(F)cc32)cc1	4.2
CCOc1cccc2sc(N3CCN(C(=O)c4ccc5c(c4)CCCC5)CC3)nc12	0.1
CCC(=O)Nc1cc(C(=O)NCc2ccc(C)cc2)ccc1S(=O)(=O)c1ccc(C)cc1	-12.4
CCC1CN(C(=O)N2CCC(C(=O)N3CCN(c4cc(C)ccc4C)CC3)CC2)c2ccccc2O1 (stereo not given)	19.7
CC(=O)c1ccc(NC(=O)Cn2c(=O)nc(-c3ccccc3)c3cc(Cl)ccc32)cc1	-4.3
O=C(NC1CC(=O)N(c2ccc(F)cc2)C1)C1CCCCC1 (stereo not given)	-2.4
Cc1ccc(CCNC(=O)c2c[nH]c3ccc(S(=O)(=O)Nc4ccc(C)cc4C)cc3c2=O)cc1	1.8
CCOc1ccc(OCC)c(NC(=O)c2csc3c2CCCC3)c1	15.8
CCOC(=O)C1CCCN(C(=O)c2ccc3c(c2)sc2nc(-c4cccc(OC)c4)cn23)C1 (stereo not given)	9.5
COc1cccc(NC(=O)c2oc3ccc(S(=O)(=O)N4CCC5(CC4)OCCO5)cc3c2C)c1	6.7
CCc1ccc(-n2c(N3CCN(c4cccc(Cl)c4)CC3)nc3ccccc3c2=O)cc1	-4.7
Cc1cc(Nc2cccc(C(F)(F)F)c2)nc2ccc(NC(=O)c3ccc(N(C)C)cc3)cc12	-12.4
Cc1ccccc1Cn1c(=O)n(CCC(=O)NCc2ccco2)c(=O)c2sccc21	6.4
Cc1ccc(CSc2nnc3[nH]c(=O)cc(-c4ccccc4)n23)cc1	-0.9
CCc1ccc(OCCCSc2nc(-c3ccc(C(C)(C)C)cc3)nc3cc(=O)[nH]n23)cc1	5.2
COc1ccc(C2=NN(CC(=O)NCc3ccccc3Cl)C(=O)CC2)cc1	-12.6
CCOCCCNC(=O)c1ccc(Cn2c(=O)c3cccn3c3cccnc32)cc1	3.3

Overlap with the part before: three entries; new compounds follow.
SMILES	DRD3 agonist
CCc1ccc(OCCCSc2nc(-c3ccc(C(C)(C)C)cc3)nc3cc(=O)[nH]n23)cc1	5.2
COc1ccc(C2=NN(CC(=O)NCc3ccccc3Cl)C(=O)CC2)cc1	-12.6
CCOCCCNC(=O)c1ccc(Cn2c(=O)c3cccn3c3cccnc32)cc1	3.3
Cc1cc2oc(C(=O)Nc3nc(-c4ccccc4)ns3)c(C)c2cc1Cl	6.4
CO[C@@H]1[C@@H](O[C@@H]2O[C@H](C)[C@@H](O[C@H]3C[C@@](C)(O)[C@@H](OC(=O)CC(C)C)[C@H](C)O3)[C@H](N(C)C)[C@H]2O)[C@@H](CC=O)C[C@@H](C)[C@@H](O)/C=C/C=C/C[C@@H](C)OC(=O)C[C@H]1O	11.3&12.2
CCC(=O)Nc1ccc(-c2nnc3c4ccccc4c(C)nn23)cc1	-4.4
CCc1nc(-c2cc(S(=O)(=O)N3CCN(c4ccc(OC)cc4)CC3)ccc2OC)no1	-0.6
COc1ccc(CNC(=O)CSc2n[nH]c(-c3ccc(F)cc3)n2)cc1	-4.7
CCc1ccc(-n2nnc(-c3nc(-c4ccccc4)no3)c2C)cc1	6.4
CC(=O)c1cccc(NC(=O)CCS(=O)(=O)c2ccc3c(c2)n(C)c(=O)c(=O)n3C)c1	9.5
COc1ccccc1CNC(=O)CCc1c(C)nn(-c2ccc(N3CCCCC3)nn2)c1C	-20.3
CCC(=O)C1=C(c2ccc(Cl)cc2)N(C(=O)CC)n2c(C)nnc2S1	-10.6
Cc1ccc(N2CC(NC(=O)C3CCCCC3)CC2=O)cc1 (stereo not given)	0.0
COc1ccc(C(CC(=O)Nc2cc(OC)c(OC)c(OC)c2)N2Cc3ccccc3C2=O)cc1 (stereo not given)	-17.5
CCOC(=O)c1ccccc1NC(=O)Cn1c(=O)n(-c2ccc(CC)cc2)c(=O)c2c(C)c(C(=O)N(C)C)sc21	-6.4
COCCNC(=O)c1c(-c2ccccc2)c(-c2ccccc2)nn(C)c1=O	-7.7
COC(=O)c1c(NC(=O)CCCOc2ccc(C(C)(C)C)cc2)sc2c1C(C(=O)OC)CC2 (stereo not given)	13.5
O=C(CSc1c2c(nc3ccc(Cl)cc13)CCCC2)N1CCN(c2cccc(Cl)c2)CC1	-12.4
CCOc1cccc2sc(N3CCN(C(=O)C(C)(C)C)CC3)nc12	-10.3
Cc1ccc(CNC(=O)C2CCCN(c3nc4ccccc4n4cccc34)C2)cc1 (stereo not given)	-15.3
COc1ccc(NCc2cc3cc4c(cc3n(CC(=O)Nc3ccc(F)cc3F)c2=O)OCO4)cc1	-11.9
O=C(CSc1nc2c([nH]c3ccccc32)c(=O)n1-c1ccccc1F)Nc1ccccc1C(F)(F)F	2.8
CCOc1ccc(N2CC(NC(=O)c3cc4ccccc4o3)CC2=O)cc1 (stereo not given)	-9.2
COc1ccc(N2CCN(c3oc(/C=C/c4ccccc4OC)nc3C#N)CC2)cc1	-14.4
O=C(CSCc1ccc(F)cc1)N1CCN(c2ccc(Cl)cc2)CC1	80.3*
O=C(NCCc1ccc(Cl)cc1)c1ccc2c(c1)N(Cc1ccccc1)C(=O)CS2	8.8
COc1ccccc1CNS(=O)(=O)c1ccc(F)c(C(=O)Nc2cc(Cl)ccc2OC)c1	-9.1
CCCOc1ccc(C2C(=O)N(C3CCCCCC3)CC(=O)N2CCCOCC)cc1OC (stereo not given)	-18.0
Cc1ccc(NC(=O)Cn2nc(C)n3cccc3c2=O)c(C)c1	-3.1
CCn1nc(-c2ccccc2)c(-c2ccccc2)c(C(=O)Nc2ccccc2C#N)c1=O	13.1
Cc1ccc(NC(=O)CCn2c(=O)c3cccn3c3ccccc32)cc1Cl	-24.1
Cc1ccc(S(=O)(=O)c2nnn3c2nc(NCc2cccs2)c2sccc23)cc1	-2.5
Cc1ccc2c(c1)c(=O)c(C(=O)c1ccncc1)cn2CC(=O)Nc1c(C)cccc1C	-7.1
CCc1ccc(-n2nc(CO)c(C(=O)NCCCc3ccccc3)n2)cc1	0.2
CCN(CC)CCSc1c(C(C)C)cnc2c1c(=O)n(C)c(=O)n2C	-3.7
CCCCOC(=O)c1ccc(NC(=O)c2cc3c(=O)n4cccc(C)c4nc3n2C)cc1	8.9
CCc1cccc(C)c1Nc1c(-c2cccc(O)c2)nc2sccn12	-8.0
O=C(NCCc1ccccc1)c1cc(S(=O)(=O)N2CCCCC2)c[nH]1	5.5
Cc1ccc(Nc2nnc(-c3ccc(C)c(S(=O)(=O)N4CCOCC4)c3)c3ccccc23)c(C)c1	1.9
Cc1ccc(N(C)C(=O)Cn2nc(Cc3ccncc3)c3ccccc3c2=O)cc1C	-5.4
COc1ccccc1Cn1ccn(CC(=O)Nc2c(C)cc(C)cc2C)c(=O)c1=O	1.4
O=c1c(S(=O)(=O)c2cccc(Cl)c2)cn(Cc2ccccc2)c2cc(N3CCOCC3)c(F)cc12	-5.1
CC(C)CNc1nc(Oc2ccc(OCC(N)=O)nn2)nc(N2CCOCC2)n1	7.1
CC1CCn2c(nc3cc(C(=O)NCCc4ccc(Cl)cc4)ccc32)C1 (stereo not given)	-22.3
O=C(Cc1ccc(F)cc1)Nc1cccc(-c2nc3cccnc3s2)c1	-7.2
CCCSc1ncc(Cl)c(C(=O)Nc2c(C(=O)c3ccc(C)cc3)oc3ccccc23)n1	3.1
O=C(NCC1(c2ccccc2)CCCC1)C(=O)Nc1cccc(Br)c1	-15.4
Cc1ccc(C)c(Cn2c3ccccc3c3cnn(CC(=O)NC(C)CCc4ccccc4)c(=O)c32)c1 (stereo not given)	-2.5
Cc1oc(-c2ccc(C(=O)Nc3cccc(C(F)(F)F)c3)cc2)nc1CSc1ccccc1	0.1
O=C(Nc1cc(C(F)(F)F)ccc1Cl)c1cnn(-c2ccccc2)c1-n1cccc1	55.4*
CNC(=O)c1ccc2c(c1)N(Cc1cc(C)ccc1C)C(=O)c1ccccc1S2	-6.9
CCC(=O)C1=C(c2cccc([N+](=O)[O-])c2)N(C(=O)CC)n2c(nnc2-c2ccccc2)S1	-4.0
Cc1ccc2scc(N3CCN(c4cccc(C(F)(F)F)c4)CC3)c(=O)c2c1	-23.4
(more compounds)
SMILES	DRD3 agonist
Cc1ccc(C2c3[nH]c4ccccc4c3CCN2C(=O)c2ccc(N(C)C)cc2)cc1 (stereo not given)	-10.1
CC(C)C[C@H](NC(=O)[C@H](Cc1ccccc1)NC(=O)c1cnccn1)B(O)O	6.8&-13.3
Cc1ccc(S(=O)(=O)Nc2ccc3[nH]c(=O)sc3c2)cc1C	-0.3
CCOc1ccc(CCNC(=O)C2CCN(C(=O)N3CC(CC)Oc4ccccc43)CC2)cc1 (stereo not given)	4.1
CC(C)CNC(=O)c1c(-c2ccccc2)c(-c2ccccc2)nn(C)c1=O	8.3
COc1cccc2c1cc1c(=O)n(CC(=O)N3CCN(c4cccc(C(F)(F)F)c4)CC3)nc(C)n12	-0.1
Cc1nc(SCC(=O)N2CCN(c3ccccc3)CC2)[nH]c(=O)c1C	-5.3
CC1=Nc2cc(C(=O)NCCc3ccc(Cl)cc3)ccc2Sc2ccc(C)cc21	-13.3
COc1ccc(C(=O)Cn2c(=O)n3nc(CCn4nc(C)cc4C)nc3c3cc(OC)c(OC)cc32)cc1	-6.0
CCOC(=O)C1CCN(S(=O)(=O)c2cc(-c3onc(C)c3C)ccc2OC)CC1	-0.6

Five successive entries from above:
SMILES	DRD3 agonist
COc1ccc2c(c1)CCc1c(C(=O)Nc3c(C)nn(Cc4ccc(Cl)cc4)c3C)noc1-2	7.8
CC(CNC(=O)c1ccc(Nc2nc3ccccc3n3nnnc23)cc1)c1ccccc1 (stereo not given)	-19.0
O=C(COc1ccccc1)Nc1ccc2nc(SCC(=O)N3CCCC3)sc2c1	6.5
CCOc1ccc(CNC(=O)CCCn2c(=O)c3cccn3c3ccc(F)cc32)cc1	4.2
CCOc1cccc2sc(N3CCN(C(=O)c4ccc5c(c4)CCCC5)CC3)nc12	0.1

Among those listed so far, these have a tert-butyl group:
SMILES	DRD3 agonist
CCc1ccc(OCCCSc2nc(-c3ccc(C(C)(C)C)cc3)nc3cc(=O)[nH]n23)cc1	5.2
COC(=O)c1c(NC(=O)CCCOc2ccc(C(C)(C)C)cc2)sc2c1C(C(=O)OC)CC2 (stereo not given)	13.5
CCOc1cccc2sc(N3CCN(C(=O)C(C)(C)C)CC3)nc12	-10.3

Next part.
SMILES	DRD3 agonist
O=C(NC1CCCCC1)c1ccc2c(c1)N(Cc1ccccc1Cl)C(=O)c1ccccc1S2	-4.7
Cc1cc(C)n(-c2nc3ccccc3nc2Nc2ccc(Cl)cc2Cl)n1	57.6*
COc1cn(CC(=O)Nc2c(C)cc(C)cc2C)c(CN2CCCCC2)cc1=O	-3.3
CCN(CC)c1ccc(NC(=O)CN(C)S(=O)(=O)c2cccc3nsnc23)c(C)c1	3.9
O=S(=O)(NCC(c1ccco1)S(=O)(=O)c1cccs1)c1ccc(F)c(C(F)(F)F)c1 (stereo not given)	-6.6
CCC(=O)N1CCc2cc(Br)cc(S(=O)(=O)CCC(=O)NCCc3ccc(C)cc3)c21	-5.9
Cc1nn2c(=O)cc(COC(=O)c3cccc(NC(=O)COc4ccc(C)c(C)c4)c3)nc2s1	-4.6
CCOC(=O)N1CCc2c(sc3c2c(=O)n(Cc2ccccc2)c(=O)n3CC(=O)Nc2ccc(C)cc2C)C1	-4.8
CCOc1ccc(CC(=O)NCC(c2cccs2)S(=O)(=O)c2ccc(F)c(C)c2)cc1 (stereo not given)	2.0
Cc1ccc(CNC(=O)C2CCN(c3ncnc4c3nc3n4CCCCC3)CC2)cc1	-8.7
CCc1cc2c(cc3c(=O)n(CC(=O)NC4CCC(C)CC4)nc(CC)n32)s1 (stereo not given)	1.5
COc1ccc(-c2ccc3c(N)c(C(=O)Nc4ccc(C(F)(F)F)cc4)sc3n2)cc1OC	-2.3
O=C(NCC(c1ccco1)S(=O)(=O)c1cccs1)c1ccc(Cl)cc1 (stereo not given)	2.1
CCOc1ccccc1NC(=O)C(CC)Sc1nc2ncccc2[nH]1 (stereo not given)	3.7
CCCCOc1ccc(C(=O)Nc2cccc(-c3nc4cccnc4s3)c2)cc1	-7.3
COc1ccc(Cn2c(=O)n(-c3ccc(OC)cc3)c(=O)c3c2c2cc(OC)ccc2n3C)cc1	5.7
CSc1nnc2[nH]c(=O)cc(C)n12	-5.2
COC(=O)c1ccc(NC(=O)Cn2cnc3c2c(=O)n(C)c(=O)n3C)cc1	0.2
CCc1nc(-c2cc(S(=O)(=O)N3CCN(c4ccccc4F)CC3)ccc2OC)no1	2.3
CCCOc1ccc(CNC(=O)Cn2ncn3c(cc4sc(CC)cc43)c2=O)cc1	16.2
c1ccc(CNc2nc3c(-c4ccccc4)nnn3c3ccccc23)cc1	9.2
Cc1cc(C)c(S(=O)(=O)NCC(c2ccco2)S(=O)(=O)c2ccccc2)c(C)c1 (stereo not given)	7.6
CN(C)c1ccc(NC(=O)CCSc2nc(-c3ccco3)cc(C(F)(F)F)n2)cc1	6.9
CCc1ccccc1NC(=O)c1cnc2sc(N3CCCC3)nn2c1=O	7.2
COc1ccc(CCNC(=O)Cc2c(C)c3c(cc(C)c4c(C)c(C)oc43)oc2=O)cc1OC	2.2
COc1ccc(Cn2c(=O)c3oc4ccccc4c3n(CC(=O)Nc3cc(C)cc(C)c3)c2=O)cc1	-18.3
COCCCNC(=O)c1ccc(NC(=O)c2nsc3ccccc23)cc1	-4.0
CC(C)N1CCc2c(sc(NC(=O)c3ccc(S(=O)(=O)N(C)C4CCCCC4)cc3)c2C(N)=O)C1	-17.0
Cc1cc2c(cc3c(SCc4cccc(F)c4)nnc(C)n32)o1	-1.8
O=C(CCC(=O)N1CCSc2ccccc21)NCc1ccccc1Cl	-14.3
CCCn1c(=N)n(CC(O)COc2ccccc2OC)c2ccccc21 (stereo not given)	-2.5
Cc1cc(-c2ccc(C)c(S(=O)(=O)Nc3cccc(C#N)c3)c2)on1	1.4

Only part of the results is shown. The share of hits here may be higher or lower than overall.
